# Source: PubChem BioAssay (several laboratories)
# m-calpain inh: calpain II (pig) inhibition; purified calpain II, fluorogenic peptide substrate, 30 min; inhibition, % at 16 µM; 0.37% of 220,000 active;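 active means inhibition above about 50%, limit read from the data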
# Cl transport mod: modulators of human KCC2 chloride dependent transport. 2.2% of 190,000 active. B-score of Tl+ flux slope (higher = more flux/activation; lower = inhibition) at 10 µM. Q9H2X9. KCC2 cells, thallium flux FluoZin-2 fluorescence;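 active means thallium flux slope and its plate-corrected score both differing from the plate sample mean at a set confidence after two filtering rounds, in either direction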;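 further: slope of fluorescence scaled to starting intensity during 10 to 20 s after thallium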
# Thrombin inh: thrombin (human) inhibition | inhibition, % at 5 µM | P00734 | 0.26% of 220,000 active | alpha-thrombin, Boc-VPR-AMC fluorogenic substrate cleavage;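 active means inhibition at or above 40%; inactive means inhibition below 40%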;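 further: 0% = enzyme with no compound and 100% = wells without enzyme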
#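 Test system: human alpha-thrombin; medium: pH 7.5 Tris-saline with Tween 20; times: reaction at room temperature; signal: AMC fluorescence at 355 nm excitation and 460 nm emission; also added: Boc-VPR-AMC substrate, 15 µM final; dosing: one concentration per compound, 5 µM, with 0.2% DMSO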
# Furin inh: human furin inhibition; P09958; purified furin, fluorogenic substrate cleavage; inhibition, % at 30 µM; 0.061% of 220,000 active; AID 463115; in the data active means inhibition above about 25%; further: inactives centre near -15
# Rad51 HR inh: Rad51 (human) homologous recombination inhibition. inhibition, % at 10 µM. 0.085% of 200,000 active. Q06609. AID 1385. hRad51 DNA strand exchange, fluorescence dequenching;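 active means inhibition above 40% at the single screening dose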;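 further: 0% = DMSO control wells and 100% = blanks with heterologous ssDNA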
#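 Test system: preformed human Rad51 ssDNA filaments. Compound dosing: single dose, 10 µM final compound. Incubation: filaments 15 min 37 °C, then compound 30 min. Technique: FRET fluorescence dequenching, excitation 485 nm, emission 520 nm. Read-out basis: percent inhibition from fluorescence, normalised to plate control and blank means. Benchmarks: plate controls and plate blanks.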
# FXIIa inh: inhibitors of human coagulation factor XIIa; inhibition, % at 5 µM; purified FXIIa, Boc-QGR-AMC fluorogenic substrate, 2 h; 0.3% of 220,000 active; in the data active means inhibition above about 40%;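 further: 0% = enzyme with no compound and 100% = blank without enzyme; many of its hits are not listed in these tables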
# FXIa inh 1536: inhibitors of human coagulation factor XIa | P03951 | purified FXIa, Boc-Glu-Ala-Arg-AMC fluorogenic substrate | inhibition, % at 5 µM | 0.14% of 220,000 active;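 active means inhibition of at least 40%; inactive means inhibition below 40%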;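 further: fluorescence of freed AMC excited at 355 nm; 0% = enzyme without compound and 100% = no enzyme blank; many of its hits are not listed in these tables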
# PERK inh: inhibitors of human PERK kinase; Q9NZJ5; 0.17% of 220,000 active; CHO PERK-DD fusion, SEAP luminescence translation reporter; AID 1416; inhibition, % at 5.6 µM;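 active means inhibition above the mean inhibition of all tested compounds plus 3 SD, set separately per screening campaign, cut at about 2.9% in these data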;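 further: PERK kinase domain activated by AP20187 dimerizer at 100 nM; 0% = DMSO with dimerizer and 100% = rapamycin at 8.4 µM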
# Target sequence (Q9NZJ5 whole entry, looked up, the tested form may be a part): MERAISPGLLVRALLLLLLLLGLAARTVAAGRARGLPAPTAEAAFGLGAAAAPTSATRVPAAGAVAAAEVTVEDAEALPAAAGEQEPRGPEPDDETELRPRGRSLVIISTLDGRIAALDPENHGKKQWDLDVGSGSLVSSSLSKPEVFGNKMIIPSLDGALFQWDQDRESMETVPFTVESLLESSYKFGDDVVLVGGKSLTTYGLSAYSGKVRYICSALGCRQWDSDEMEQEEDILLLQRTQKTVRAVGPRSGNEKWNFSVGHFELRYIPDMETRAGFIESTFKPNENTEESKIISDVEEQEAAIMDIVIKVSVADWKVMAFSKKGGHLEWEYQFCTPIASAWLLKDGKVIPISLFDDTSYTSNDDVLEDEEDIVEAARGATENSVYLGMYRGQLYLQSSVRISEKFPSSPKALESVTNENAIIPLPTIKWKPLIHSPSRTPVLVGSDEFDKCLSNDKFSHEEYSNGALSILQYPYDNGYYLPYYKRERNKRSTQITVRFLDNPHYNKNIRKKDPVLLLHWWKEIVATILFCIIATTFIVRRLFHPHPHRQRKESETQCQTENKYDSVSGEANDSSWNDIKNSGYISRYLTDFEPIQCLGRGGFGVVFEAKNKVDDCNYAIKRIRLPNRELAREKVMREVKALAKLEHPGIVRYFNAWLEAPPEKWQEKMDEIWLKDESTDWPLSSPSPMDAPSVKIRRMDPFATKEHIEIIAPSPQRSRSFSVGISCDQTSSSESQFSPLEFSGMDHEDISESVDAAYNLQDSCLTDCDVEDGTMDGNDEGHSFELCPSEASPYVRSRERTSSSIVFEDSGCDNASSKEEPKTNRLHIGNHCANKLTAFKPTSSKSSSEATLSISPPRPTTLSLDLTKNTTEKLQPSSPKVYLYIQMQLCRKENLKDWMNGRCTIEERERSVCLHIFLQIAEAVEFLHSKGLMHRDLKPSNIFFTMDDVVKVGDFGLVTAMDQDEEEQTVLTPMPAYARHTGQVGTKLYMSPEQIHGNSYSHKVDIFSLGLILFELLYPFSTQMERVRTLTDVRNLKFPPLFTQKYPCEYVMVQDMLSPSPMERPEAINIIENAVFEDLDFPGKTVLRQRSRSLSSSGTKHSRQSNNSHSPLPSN
# KLK5 inh: inhibitors of human kallikrein 5; Q9Y337; recombinant hK5, fluorogenic AMC substrate cleavage; inhibition, % at 5 µM; 0.59% of 210,000 active; AID 873;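 active means inhibition of 40% or more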;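 further: 0% = enzyme controls without compound and 100% = no-enzyme blanks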
# Starred values were filed as active, the others as inactive; i = inactive; . = no result given; & = joins results of further samples; [ ] = remark or other dose. Some of the compounds tested, so the mix of outcomes need not match the whole.
SMILES,m-calpain inh,Cl transport mod,Thrombin inh,Furin inh,Rad51 HR inh,FXIIa inh,FXIa inh 1536,PERK inh,KLK5 inh
O=C(NC(=S)Nc1ccc(NC(=O)c2cccs2)cc1)c1ccc([N+](=O)[O-])cc1,10,0.68,11,-3,0,5,2,0.0,5
CCCCCCC(=O)Oc1cccc(N2C(=O)C3CCCCC3C2=O)c1 (stereo unspecified),-10,0.25,-1,-23,6,4,-6,0.0,-12
N#Cc1c2c(nc(N)c1-c1ccccc1)CCCCC2,9,-0.64,2,-26[20 µM],9,-3,3,0.2,2
Cc1ccc(Cn2ccc(NC(=O)c3cc4nc5c(c(C(F)(F)F)n4n3)CCc3ccccc3-5)n2)cc1,5,0.51,-6,-33,-2,-25,-20,1.6,-27
COc1ccc2c(c1)[nH]c1c(=O)n(Cc3ccncc3)cnc12,-2,-0.032,-3,-14,.,9,0,-0.8,-4
C[n+]1c2n(c3ccccc31)N=C(c1ccccc1)CS2,-5&13,-0.18&1.2,4,-13,33&-4,4,-3,0.7&1.1,-11
O=C(COC(=O)CCC(=O)c1ccc2c(c1)OCCO2)NCc1ccc2c(c1)OCO2,16,-0.54,2,-3,10,12,0,1.6,-3
COc1cccc2cc(-c3ccnc(=S)[nH]3)oc12,16,2.2,0,-5,1,4,1,2.7,-16
Cc1cc(N/N=C/c2ccccc2F)nc(NCc2ccccc2)n1,-24,0.26,-16,-16,.,3,-2,-1.2,-2
COc1ccc(-n2c(=O)cc(N3CCOCC3)[nH]c2=O)cc1,-15,0.91,-5,-29[20 µM],1,6,-5,1.5,-2
Cc1ccc(C(=O)O)cc1NC(=O)Nc1ccc2c(c1)OCO2,-13,0.23,-4,-21,0,10,-3,0.9,4
CC1(C)Cc2ccccc2C(c2cc3ccccc3oc2=O)=N1,-9,-0.62,-1,-11[20 µM],0,8,7,-0.4,-7
Cc1ccc(CSCC(=O)NCCCN2CCOCC2)cc1,15,-0.65,-8,-27,3,6,-6,0.3,.
O=S1(=O)CCC(SCc2nc3sccn3c2Br)C1 (stereo unspecified),-6,-0.41,0,-17,4,15,4,0.1,-8
CCn1cc(C(=O)O)c(=O)c2cc(F)c(N/N=C/c3ccccc3)cc21,-130,-1.1,-4,-9,5,8,1,0.8,-2

# Arranged by SMILES length (rising): some entries from above
SMILES,m-calpain inh,Cl transport mod,Thrombin inh,Furin inh,Rad51 HR inh,FXIIa inh,FXIa inh 1536,PERK inh,KLK5 inh
Cc1ccc(CSCC(=O)NCCCN2CCOCC2)cc1,15,-0.65,-8,-27,3,6,-6,0.3,.
N#Cc1c2c(nc(N)c1-c1ccccc1)CCCCC2,9,-0.64,2,-26[20 µM],9,-3,3,0.2,2
COc1cccc2cc(-c3ccnc(=S)[nH]3)oc12,16,2.2,0,-5,1,4,1,2.7,-16
C[n+]1c2n(c3ccccc31)N=C(c1ccccc1)CS2,-5&13,-0.18&1.2,4,-13,33&-4,4,-3,0.7&1.1,-11
CC1(C)Cc2ccccc2C(c2cc3ccccc3oc2=O)=N1,-9,-0.62,-1,-11[20 µM],0,8,7,-0.4,-7
Cc1cc(N/N=C/c2ccccc2F)nc(NCc2ccccc2)n1,-24,0.26,-16,-16,.,3,-2,-1.2,-2
Cc1ccc(C(=O)O)cc1NC(=O)Nc1ccc2c(c1)OCO2,-13,0.23,-4,-21,0,10,-3,0.9,4
COc1ccc(-n2c(=O)cc(N3CCOCC3)[nH]c2=O)cc1,-15,0.91,-5,-29[20 µM],1,6,-5,1.5,-2
CCCCCCC(=O)Oc1cccc(N2C(=O)C3CCCCC3C2=O)c1 (stereo unspecified),-10,0.25,-1,-23,6,4,-6,0.0,-12
CCn1cc(C(=O)O)c(=O)c2cc(F)c(N/N=C/c3ccccc3)cc21,-130,-1.1,-4,-9,5,8,1,0.8,-2
O=C(COC(=O)CCC(=O)c1ccc2c(c1)OCCO2)NCc1ccc2c(c1)OCO2,16,-0.54,2,-3,10,12,0,1.6,-3
O=C(NC(=S)Nc1ccc(NC(=O)c2cccs2)cc1)c1ccc([N+](=O)[O-])cc1,10,0.68,11,-3,0,5,2,0.0,5
Cc1ccc(Cn2ccc(NC(=O)c3cc4nc5c(c(C(F)(F)F)n4n3)CCc3ccccc3-5)n2)cc1,5,0.51,-6,-33,-2,-25,-20,1.6,-27

# (next part)
SMILES,m-calpain inh,Cl transport mod,Thrombin inh,Furin inh,Rad51 HR inh,FXIIa inh,FXIa inh 1536,PERK inh,KLK5 inh
Fc1ccc(NC(=S)NC2CC3CCC(C2)N3Cc2ccco2)cc1 (stereo unspecified),-11,0.24,-7,-8,12,1,-5,1.3,-5
CCc1nnc(NC(=O)CN2CCC(O)(c3ccccc3OC)CC2)s1,-22,-0.12,3,-21,-7,21,6,-0.4,-11
COC(C(=O)Nc1ccc(C(C)=O)cc1)c1ccccc1 (stereo unspecified),-5,-0.65,-3,-23,-17,9,12,0.8,-6
CC(C)(C)N=C1SCC(C)(/C=N/O)S1 (stereo unspecified),-21,.,2,-15,1,17,6,1.1,-14
Cc1ccc(Sc2nc(C)c([N+](=O)[O-])c(C)c2C#N)cc1,7,0.69,1,-11,24,10,4,-0.1,4
Cc1ccc(OCC(=O)N2CCN(C3=NS(=O)(=O)c4ccccc43)CC2)cc1,1,0.2,-11,-14[20 µM],-9,6,1,0.1,-15
O=C(Nc1ccccc1F)N(Cc1ccc(F)cc1)Cc1nc2ccccc2c(=O)[nH]1,0,-0.99,-1,-15,.,6,1,1.0,3
CN1CCN(CCCC(=O)c2ccc(C3CCCC3)cc2)CC1,12,0.025,-8,-30,.,-2,-9,-1.3,-18
O=c1c2[nH]c3ccc(F)cc3c2ncn1CCN1CCOCC1,24,.,4,-25,-4,18,6,0.3,-18
O=C(CSc1nnnn1-c1ccccc1)Nc1nc(-c2ccccc2)ns1,-15,.,-1,-2,6,9,1,0.5,4
CC(C)(C(=O)c1ccccc1)/[N+]([O-])=C/c1ccc(F)cc1,.,-0.31,.,-27[20 µM],-4,.,.,2.0,.
O=C(CSC1=NCCN1)NC1CCCCCC1,-16,-0.084,4,-22[20 µM],3,19,0,0.5,-1
O=C(O)c1cc([N+](=O)[O-])ccc1NCCO,6,0.32,4,4,6,9,8,1.6,3
O=C(CCC(=O)Nc1ccc(Cl)cc1Cl)NNC(=O)Nc1ccccc1,4,0.25,1,-28,19,-5,-3,0.7,-22
COc1ccccc1NC(=O)N1C2CCCC1CC(NC(=O)c1ccccc1)C2 (stereo unspecified),-5,0.47,-2,-41,-1,3,4,-0.1,-22
CN=C(Nc1ccc(Cl)cc1)c1cccc(C(F)(F)F)c1,7,-0.053,0,-21[20 µM],-8,-3,-5,0.5,-1
C=CCn1c(Cc2nc3ccccc3[nH]2)n[nH]c1=S,1,0.25,-2,-12[20 µM],1,10,8,0.6,-16
c1ccc(-c2cn(-c3ccccc3)c3ncnc(NCCCN4CCOCC4)c23)cc1,-35,0.11,2,-33,-1,5,0,-0.4,-3
O=C(NCCn1cc(SCc2ccccc2)c2ccccc21)c1ccccc1F,12,-1,-2,-10,2,10,1,-0.4,-9
COc1ccc(-c2ccc(N(C)C)cc2)cc1[C@H]1[C@H]2C=CC[C@@H](C)[C@@H]2C(=O)N1Cc1ccccc1,-54,0.61,2,-28,-7,6,1,.,2
Cc1c(Cl)cccc1NC(=O)C1NC(=O)CC1c1ccccc1 (stereo unspecified),-1,.,-5,-17,-2,-2,-9,0.7,-1
O=C1NC(=O)c2cc(Br)cc3cccc1c23,-28,-1.6,-6,-28,-3,4,-5,1.7,-2
O=C1CC(N2CCN(c3ccccn3)CC2)C(=O)N1c1ccc(Cl)cc1 (stereo unspecified),26,-0.9,-11,-8,-2,12,9,-1.4,4
COCCCNC(=S)N(Cc1ccccc1)Cc1ccc(F)cc1,30,0.86,-8,-11,-7,7,-4,-0.3,-1
COc1ccc(OC)c(CN2CCN(Cc3cccc4ccccc34)CC2)c1,-2,0.059,-5,-25,8,4,-7,0.4,0
Cc1ccc(-n2c(SCC(=O)NCCN3C(=O)CSC3=O)nnc2-c2ccccc2)cc1,12,0.27,-6,-8,-5,-8,-14,-0.8,-11
COc1ccc(OC)c(NC(=O)c2nnn(Cc3ccc(Br)cc3F)c2N)c1,-23,-0.61,-8,-5,3,-5,-7,0.3,-15
O=C1c2ccccc2C(=O)N1CCc1csc(NNc2nc(CCN3C(=O)c4ccccc4C3=O)cs2)n1,-134,0.99,-1,-24,1,-4,1,1.1,-23
Cc1cccc(OC(C)C(=O)N/N=C\c2ccncc2)c1 (stereo unspecified),13,1.3,2,-45,.,11,3,1.1,3
Cc1nc(S/C(=C\c2ccc(-c3ccc(C(=O)O)c(Cl)c3)o2)C(=O)O)n[nH]1,2,-1.1,2,11,-34,10,-1,0.0,-4
Cc1ccc(NC(=O)c2ccc(N3C(=O)C4CC=C(Cl)CC4C3=O)cc2)cc1 (stereo unspecified),-100,.,5,-17[20 µM],5,-34,2,0.7,0
Cc1ccc(CN2CCN(/N=C/c3cc(Br)cc(Br)c3O)CC2)cc1,10,i,-3,-23,-24,6,5,1.4,-9
CC(=O)Nc1ccc(-c2nnn(CC(=O)c3ccc(F)cc3)n2)cc1Cl,-25,0.78,1,-25,-5,7,0,1.5,5
COc1ccc(C2Nc3ccc4ccccc4c3-c3c2c(=O)oc2ccccc32)cc1 (stereo unspecified),-74,0.56,2,-14[20 µM],5,7,-5,-1.0,-2
CC1(C)CC2CC(C)(CN2C(=O)COC(=O)c2ccc(Cl)cc2N)C1 (stereo unspecified),-112,0.17,-1,-21,-6,14,4,0.8,-39
CCN(CC(=O)NC(C)C)Cc1nc2sc3c(c2c(=O)[nH]1)CCC3,11,.,-1,-7[20 µM],.,-2,-7,-1.3,-56
O=C(O)C1C2C=CC(C2)C1C(=O)NC(c1ccccc1)c1ccccc1 (stereo unspecified),11,.,-1,-24[20 µM],-5,6,-28,-0.4,5
CCC(C)(C)n1nnnc1CN1CCSCC1,14,-0.51,-7,-22,-1,13,-2,0.9,-11
Cc1ccc2[nH]cc(CCNC(=O)CN3C(=O)c4ccccc4C3=O)c2c1,0,-1.4,-4,-13,.,5,0,-0.5,-22
CC(=O)N1CCN(c2ccc(NCc3ccc(C)cc3)cc2)CC1,9,0.11,-4,-25,6,0,28,-1.1,33
CN1CCC(=C(c2ccc(Cl)cc2)c2ccccn2)CC1,-8,-0.52,4,-21,-15,10,4,0.9,2
N#Cc1ccc(CSc2nnc(-c3ccccc3)n2Cc2ccco2)cc1,1,-0.18,4,-10[20 µM],-6,8,3,-0.3,-14

# Limited to FXIa inh 1536, for two of the compounds above:
canonical_smiles	FXIa inh 1536
O=C(NC(=S)Nc1ccc(NC(=O)c2cccs2)cc1)c1ccc([N+](=O)[O-])cc1	2
CCCCCCC(=O)Oc1cccc(N2C(=O)C3CCCCC3C2=O)c1 (stereo unspecified)	-6
